Bim-Bfl-1 – inhibitors of Bim binding to Bfl-1, primary screen, biochemical, multiplexed, bead-based flow cytometry; Bcl-2-related protein A1 (Homo sapiens), Q16548; 190,000 compounds, 0.12% hits; inhibition, % at 10 µM; Bim-Bfl-1 binding inhibition;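 note: 0% = wells without compound plus tracer and 100% = blocker peptide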
Bim-Bcl-XL – inhibitors of Bim-Bcl-XL binding, primary screen, biochemical, multiplexed, bead flow cytometry, human Bcl-XL | 190,000 compounds, 0.04% hits | AID 1007, 2008 | inhibition, % at 10 µM | Bim peptide-Bcl-XL binding, fluorescence | Bcl-2-like protein 1 (Homo sapiens), Q07817
Target sequence (Q07817 whole entry, looked up): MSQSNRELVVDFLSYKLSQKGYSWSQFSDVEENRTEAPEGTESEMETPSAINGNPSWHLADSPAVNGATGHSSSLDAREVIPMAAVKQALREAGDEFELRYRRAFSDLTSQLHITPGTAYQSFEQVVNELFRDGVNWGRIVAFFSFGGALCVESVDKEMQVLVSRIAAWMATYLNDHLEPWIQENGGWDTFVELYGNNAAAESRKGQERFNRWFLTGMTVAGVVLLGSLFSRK
RGS4-Gao reg – modulators of RGS4 binding to Galphao, primary screen, biochemical, multiplexed bead flow cytometry. Guanine nucleotide-binding protein G(o) subunit alpha (Homo sapiens), P09471. actives lie on both sides. binding response (% of control), % at 10 µM. 220,000 compounds, 0.33% hits; in the data active = binding response below about 49% or above about 150%; inactive = in between;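 note: fluorescent Galphao activated with aluminum fluoride binding bead-coupled RGS4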
Target sequence (P09471 whole entry, looked up): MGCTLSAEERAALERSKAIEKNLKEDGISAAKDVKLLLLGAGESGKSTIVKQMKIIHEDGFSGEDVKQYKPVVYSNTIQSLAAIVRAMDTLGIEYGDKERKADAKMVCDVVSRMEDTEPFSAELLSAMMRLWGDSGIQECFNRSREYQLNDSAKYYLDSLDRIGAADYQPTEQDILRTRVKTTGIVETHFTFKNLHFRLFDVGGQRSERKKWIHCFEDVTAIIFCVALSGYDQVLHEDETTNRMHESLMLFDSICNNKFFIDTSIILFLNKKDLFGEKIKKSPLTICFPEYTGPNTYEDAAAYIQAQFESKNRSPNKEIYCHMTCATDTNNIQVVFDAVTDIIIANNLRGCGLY
ABCG2 block – ABCG2 efflux pump inhibitors, primary screen, multiplex with ABCB1, IgMXP3 cells, flow cytometry; JC-1 efflux; inhibition, % at 6.6 µM; 190,000 compounds, 0.1% hits;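 active = inhibition above 80%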;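 note: 0% = DMSO and 100% = nicardipine control wells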
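Test system: IgMXP3 (ABCG2) plus far-red-tagged CCRF-Adr (ABCB1) cells. Reagent: JC-1 dye as substrate. Timing: 10 min exposure at 25 °C with rotation, no wash. Measured by: flow cytometric JC-1 green MFI at 530 nm. Read-out: percent efflux inhibition, scaled nicardipine 100% to DMSO 0%. Control set: nicardipine and DMSO wells.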
Bcl-B Bim block – inhibitors of Bim-Bcl-B binding, primary screen, biochemical, multiplexed, human Bcl-2 family; inhibition, % at 10 µM; AID 951, 2007; 190,000 compounds, 0.073% hits; Bcl-2-like protein 10 (Homo sapiens), Q9HD36; bead-based flow cytometry, Bim peptide-Bcl-B binding;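 note: 0% = tracer peptide without compound and 100% = reference inhibitor peptide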
Target sequence (Q9HD36 whole entry, looked up): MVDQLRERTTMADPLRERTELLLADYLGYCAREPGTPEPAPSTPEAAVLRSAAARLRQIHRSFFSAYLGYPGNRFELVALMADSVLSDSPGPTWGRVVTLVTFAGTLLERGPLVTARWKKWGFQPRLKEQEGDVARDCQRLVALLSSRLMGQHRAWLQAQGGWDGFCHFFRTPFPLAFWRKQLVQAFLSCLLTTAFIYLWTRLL
RGS7-Gao – RGS7-Galphao binding modulators, primary screen, biochemical, multiplexed bead flow cytometry; AID 1439, 2008; binding response (% of control), % at 10 µM; Guanine nucleotide-binding protein G(o) subunit alpha (Homo sapiens), P09471; actives lie on both sides; 220,000 compounds, 0.35% hits; in the data active = binding response below about 49% or above about 150%; inconclusive = no clear call, values can overlap the other calls; inactive = in between;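 note: fluorescent Galphao held in activated GDP-AlF4 state binding bead-coupled RGS7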
Avidin bead fluor – green autofluorescence of compounds with avidin beads – biophysical, 488/530 nm, flow cytometry, artefact control, profiling panel | compound fluorescence 488/530 nm; active compounds read high | fluorescence (KMESF) at 10 µM | 220,000 compounds, 0.38% hits | AID 1775, 2009; in the data active = fluorescence above about 47; note: inactives centre near 10
Bcl-W Bim block – inhibitors of Bim binding to Bcl-W, primary screen, biochemical, multiplexed, bead-based flow cytometry; inhibition, % at 10 µM; Bim peptide-Bcl-W binding; AID 952, 2007; 190,000 compounds, 0.02% hits; Bcl-2-like protein 2 (Homo sapiens), Q92843;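 note: 0% = bound tracer without compound and 100% = peptide blocker; higher means less fluorescent Bim peptide bound to Bcl-W beads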
Target sequence (Q92843 whole entry, looked up): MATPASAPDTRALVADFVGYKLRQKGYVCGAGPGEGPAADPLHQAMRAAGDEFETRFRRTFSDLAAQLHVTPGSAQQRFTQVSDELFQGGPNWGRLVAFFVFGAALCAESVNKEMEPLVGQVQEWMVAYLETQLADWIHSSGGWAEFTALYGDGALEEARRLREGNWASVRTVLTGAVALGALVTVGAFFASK
ABCB1 inh – ABCB1 efflux pump inhibitors, primary screen, cell-based, multiplex, flow cytometry, ABCG2 counter-screen; 190,000 compounds, 0.067% hits; ATP-dependent translocase ABCB1 (Homo sapiens), P08183; CCRF-Adr cells, JC-1 efflux; AID 1326, 2008; inhibition, % at 6.6 µM; in the data active = inhibition above about 40%;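 note: 0% = vehicle and 100% = reference inhibitor; higher value means more JC-1 retained so stronger ABCB1 efflux block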
GSH fluor – compound fluorescence on glutathione beads, profiling panel, artefact control, biophysical, 488/530 nm, flow cytometry; GSH beads flow cytometry, compound fluorescence 488/530 nm; active compounds read high; fluorescence (KMESF) at 10 µM; 190,000 compounds, 0.25% hits; AID 1776, 2009; in the data active = fluorescence above about 89;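 note: glutathione beads carrying GST-tagged Bcl family fusion proteins plus one bare bead set; values are compound well signal with DMSO vehicle wells as background; inactives centre near 16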
Bim-Bcl-2 – inhibitors of Bim-Bcl-2 binding, primary screen, biochemical, multiplexed, human Bcl-2 family; Apoptosis regulator Bcl-2 (Homo sapiens), P10415; Bead-based flow cytometry, Bim peptide-Bcl-2 binding; inhibition, % at 10 µM; 190,000 compounds, 0.06% hits; in the data active = inhibition above about 40%; inconclusive = no clear call, values can overlap the other calls;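 note: 0% = no compound wells with probe peptide and 100% = reference peptide inhibitor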
Starred values were filed as active, the others as inactive; ? = inconclusive; / = not tested or not shown. Cut-off read from the data, not from the text of the source, unless noted: active = inhibition above about 40%. Not a hit list, and some 1.3% of all compounds hit somewhere here.

SMILES | Bim-Bfl-1 | Bim-Bcl-XL | RGS4-Gao reg | ABCG2 block | Bcl-B Bim block | RGS7-Gao | Avidin bead fluor | Bcl-W Bim block | ABCB1 inh | GSH fluor | Bim-Bcl-2
Cc1ccccc1C(=O)Nc1ccc2c(C#N)c3nc4ccccc4nc3n2c1 | 3.0 | 1.0 | 103.8 | -8.1 | 4.0 | 99.7 | 15 | 4.0 | -1.1 | 5 | 7.0
Cc1ccc(-c2nc(SCC(=O)NCC3CCCO3)c(-c3ccccc3)[nH]2)cc1 (stereo unspecified) | -3.0 | -5.0 | / | 4.9 | -5.0 | / | / | -5.0 | 1.1 | 19 | -5.0
Cc1ccc(-c2cc(C(=O)N3CCN(C(=O)c4ccco4)CC3)no2)cc1 | -10.0 | -5.0 | 101.6 | 9.2 | -7.0 | 91.0 | 6 | -2.0 | 1.2 | 21 | -5.0
CC(C)(C)NCCOc1ccc(Br)cc1 | -3.0 | -12.0 | 99.3 | 1.4 | -1.0 | 97.5 | 35 | -8.0 | 0.7 | 17 | -2.0
CCCCOCCCNC(=O)c1ccccc1OCC | -7.0 | -6.0 | 92.2 | 5.8 | -6.0 | 93.0 | 22 | -3.0 | 0.6 | 13 | -11.0
Cc1ccccc1OCC(O)Cn1c(SC(C)C)nc2c1c(=O)[nH]c(=O)n2C (stereo unspecified) | -12.0 | -9.0 | 102.1 | 15.7 | -21.0 | 104.5 | 12 | -3.0 | 1.2 | 22 | -17.0
CC(=O)N1CCC(N(CCN2CCOCC2)C(=S)Nc2ccc(C)cc2)CC1 | -1.0 | -5.0 | 104.5 | -0.2 | -13.0 | 113.2 | 16 | 0.0 | 0.2 | 12 | -2.0
CC(C(=O)NCC1CCCCC1)N1CCN(S(=O)(=O)c2ccccc2F)CC1 (stereo unspecified) | -4.0 | -2.0 | 106.8 | 0.7 | -2.0 | 107.9 | 12 | 0.0 | 1.3 | 13 | -1.0
CCN(CC(=O)Nc1cccc(OC)c1)C(=O)C1CCN(C(=O)Nc2ccccc2)CC1 | -4.0 | 1.0 | 96.2 | 1.2 | 0.0 | 99.3 | 12 | -3.0 | 0.4 | 6 | -3.0
O=C(NC1(C(F)(F)F)NC(=O)N(CC2CCCCC2)C1=O)c1ccco1 (stereo unspecified) | -14.0 | 6.0 | 99.1 | -1.9 | -11.0 | 98.6 | 5 | -5.0 | -2.1 | 30 | -12.0
Cc1cc(=O)[nH]c(SCCOc2ccc3c(c2)CCC3)n1 | -1.0 | -4.0 | 99.6 | 1.2 | 0.0 | 100.3 | 34 | -5.0 | 0.1 | 26 | 0.0
Cc1ccc(NC(=O)CN2C(=O)S/C(=C\C(=O)Nc3ccc(Cl)cc3)C2=O)cc1 | 0.0 | -6.0 | 79.4 | -14.0 | -7.0 | 75.2 | 7 | -5.0 | -1.2 | 5 | 0.0
COc1ccc(C2SCC(=O)N2C)cc1 (stereo unspecified) | -10.0 | -4.0 | 92.7 | 1.3 | -8.0 | 95.2 | 6 | 0.0 | 0.6 | 38 | -5.0
COc1ccc(NC(C)=O)cc1NC(=O)CN1CCN(CC(=O)Nc2ccc(Cl)cc2)CC1 | -4.0 | 0.0 | 103.9 | 1.7 | 0.0 | 101.5 | 8 | 0.0 | 0.4 | 20 | 0.0
CCOC(=O)c1cccc(NC(=O)CN2C(=O)C3C4C=CC(C4)C3C2=O)c1 (stereo unspecified) | -10.0 | -3.0 | 98.1 | 1.5 | -5.0 | 96.5 | 3 | 3.0 | 0.3 | 44 | -7.0
Cc1cccc(OCC(=O)Nc2ccc3c4c(cccc24)CC3)c1C | -14.0 | -4.0 | 103.1 | 2.0 | -6.0 | 103.4 | 13 | -3.0 | 0.0 | 13 | -3.0
CCN1CCN(c2nc(SC)nc3sc4c(c23)CC(C)(C)OC4)CC1 | 4.0 | -1.0 | 110.7 | 1.6 | 2.0 | 107.0 | 8 | -2.0 | 0.6 | 6 | 0.0
O=C(Nc1cnn(C23CC4CC(CC(C4)C2)C3)c1)c1cnn2c(C(F)(F)F)cc(-c3ccco3)nc12 | -8.0 | 0.0 | 100.3 | 50.6 | -3.0 | 99.5 | 21 | 3.0 | 2.3 | 22 | 0.0
Cc1nnc(NC(=O)CSc2nc3c(c(=O)n2C)SC(C)C3)s1 (stereo unspecified) | -5.0 | -3.0 | 102.8 | 1.4 | -2.0 | 101.5 | 10 | 0.0 | -1.8 | 19 | -2.0
COc1ccc(C2C(C(=O)Nc3ccc4c(c3)OCCO4)c3ccccc3C(=O)N2C)cc1 (stereo unspecified) | 2.0 | 0.0 | 111.2 | -0.4 | -1.0 | 110.8 | 10 | -3.0 | -0.1 | 22 | -5.0
CCc1nnc(NS(=O)(=O)c2ccc(NC(=S)NC(=O)c3ccc(Br)cc3)cc2)s1 | -5.0 | -10.0 | 98.8 | -2.3 | -6.0 | 97.5 | 1 | -4.0 | -0.7 | 6 | -6.0
O=C(c1cc(Sc2cccc(Cl)c2)nc2ccccc12)N1CCN(c2ccccn2)CC1 | -12.0 | -7.0 | 104.9 | 6.8 | -14.0 | 106.9 | 25 | -3.0 | 3.4 | 12 | -6.0
CCOC(=O)c1c(C)[nH]c(C=Nc2ccccc2)c1O | -9.0 | 7.0 | 77.6 | 0.4 | 5.0 | 85.8 | 4 | 6.0 | 0.2 | 53 | -5.0
Cc1cc(C)c2c(n1)sc1c(=O)n(-c3ccccc3)c(=O)[nH]c12 | -2.0 | -9.0 | 100.0 | 29.8 | -4.0 | 97.1 | 5 | -3.0 | 0.7 | 9 | 0.0
COC(=O)C1=C(N)OC2=C(C(=O)CC(C)(C)C2)C1c1ccccc1OC (stereo unspecified) | -2.0 | 1.0 | 102.8 | 0.0 | -1.0 | 98.2 | 11 | 2.0 | 0.4 | 9 | -1.0
Cc1cc(C(=O)Nc2c(C)nn(Cc3ccc(Cl)cc3)c2C)no1 | -3.0 | -2.0 | 100.7 | 2.5 | -2.0 | 106.6 | 5 | -1.0 | 1.1 | 10 | 0.0
CCOc1ccc(-n2c(=O)[nH]c3sc4c(c3c2=O)CCCC4)cc1 | 5.0 | -2.0 | 101.5 | 2.0 | 0.0 | 99.4 | / | -5.0 | 0.3 | 14 | 0.0
Cc1ccc(C2CC(=O)Oc3cc(O)ccc32)cc1 (stereo unspecified) | -1.0 | -2.0 | 100.0 | 3.2 | -2.0 | 96.9 | 12 | 0.0 | 0.8 | 17 | -1.0
CCOc1ccccc1CNC(=O)C1CCC(=O)N1C(C)C (stereo unspecified) | -22.0 | -7.0 | 97.7 | -1.9 | -11.0 | 94.3 | 25 | -5.0 | 0.2 | 21 | -14.0
C#CCOCCOCCOCCNc1nc(N2CCN(C(=O)[C@H]([C@@H](C)CC)n3cc([C@@H](N)CC(C)C)nn3)CC2)nc(N2CCN(C(=O)[C@H](Cc3cc4ccccc4[nH]3)n3cc([C@@H](N)Cc4ccc(O)cc4)nn3)CC2)n1 | 57.0* | 0.0 | 98.7 | -1.8 | 71.0* | 103.4 | 6 | -5.0 | -0.5 | 13 | 80.0*

An excerpt from the list above, for reference:
SMILES | Bim-Bfl-1 | Bim-Bcl-XL | RGS4-Gao reg | ABCG2 block | Bcl-B Bim block | RGS7-Gao | Avidin bead fluor | Bcl-W Bim block | ABCB1 inh | GSH fluor | Bim-Bcl-2
Cc1ccc(-c2cc(C(=O)N3CCN(C(=O)c4ccco4)CC3)no2)cc1 | -10.0 | -5.0 | 101.6 | 9.2 | -7.0 | 91.0 | 6 | -2.0 | 1.2 | 21 | -5.0
CC(C)(C)NCCOc1ccc(Br)cc1 | -3.0 | -12.0 | 99.3 | 1.4 | -1.0 | 97.5 | 35 | -8.0 | 0.7 | 17 | -2.0

Next structures
SMILES | Bim-Bfl-1 | Bim-Bcl-XL | RGS4-Gao reg | ABCG2 block | Bcl-B Bim block | RGS7-Gao | Avidin bead fluor | Bcl-W Bim block | ABCB1 inh | GSH fluor | Bim-Bcl-2
COCCN(C(=S)Nc1cc(C)cc(C)c1)C(C)c1cccnc1 (stereo unspecified) | -2.0 | -5.0 | 99.5 | -5.1 | 0.0 | 100.9 | 16 | 0.0 | -0.7 | 22 | -1.0
O=C(CN1C(=O)/C(=C\c2cccc(Cl)c2)Oc2ccccc21)N1CCN(c2ccccn2)CC1 | -10.0 | -3.0 | 104.2 | 0.7 | -5.0 | 103.6 | 26 | -3.0 | 0.0 | 13 | -5.0
Cc1cccc2sc(NC(=O)c3ccc(OCC4CCCO4)cc3)nc12 (stereo unspecified) | -6.0 | -2.0 | 93.5 | -2.0 | -4.0 | ? | 11 | -2.0 | -0.6 | 11 | -6.0
CCCn1c(SCC(=O)Nc2cccc(C(=O)OC)c2)nnc1-c1cccnc1 | -8.0 | -1.0 | 80.3 | 4.4 | -8.0 | 101.6 | 6 | -2.0 | 0.5 | 36 | -5.0
CCOC(=O)C1=C(CSc2nc(C)cc(C)c2C#N)OC(N)=C(C#N)C1c1ccccc1 (stereo unspecified) | 2.0 | -1.0 | 103.1 | 0.1 | -14.0 | 100.9 | 35 | -4.0 | 0.0 | 26 | -1.0
COc1ccc(C(=O)O/N=C/c2ccc(S(=O)c3ccc(Cl)cc3)nc2)cc1 (stereo unspecified) | -17.0 | -9.0 | 95.7 | -2.9 | -11.0 | 98.5 | 11 | -5.0 | -0.6 | 33 | -9.0
COc1cccc(-n2nnnc2SCC(=O)Nc2ccc(C(C)=O)cc2)c1 | 0.0 | -4.0 | 106.2 | 3.3 | -4.0 | 108.5 | 5 | -3.0 | 0.2 | 12 | 3.0
CCN(Cc1cc2cc(OC)ccc2[nH]c1=O)C(=O)c1ccncc1 | -8.0 | -2.0 | 100.5 | -0.3 | -2.0 | 99.2 | 8 | 4.0 | 0.0 | 10 | -4.0
C=CCNC(=O)COC(=O)/C=C/c1cccs1 | 0.0 | 1.0 | 105.4 | 2.7 | -2.0 | 103.7 | 24 | 4.0 | 0.7 | 29 | 1.0

Bcl-B Bim block: what is marked active above
compound | Bim-Bfl-1 | Bim-Bcl-XL | RGS4-Gao reg | ABCG2 block | Bcl-B Bim block | RGS7-Gao | Avidin bead fluor | Bcl-W Bim block | GSH fluor
C#CCOCCOCCOCCNc1nc(N2CCN(C(=O)[C@H]([C@@H](C)CC)n3cc([C@@H](N)CC(C)C)nn3)CC2)nc(N2CCN(C(=O)[C@H](Cc3cc4ccccc4[nH]3)n3cc([C@@H](N)Cc4ccc(O)cc4)nn3)CC2)n1 | 57.0* | 0.0 | 98.7 | -1.8 | 71.0* | 103.4 | 6 | -5.0 | 13
